Screens: PubChem, National Center for Advancing Translational Sciences (NCATS)
TDP1 inh = inhibitors of human tyrosyl-DNA phosphodiesterase TDP1; recombinant TDP1, AlphaScreen DNA substrate cleavage; Potency, µM (series often up to 130 µM), for the others: top-dose activity change, negative = inhibition, actives largely listed as inhibitors; 350,000 tested, 0.28% active; active = well fitted inhibition curve with a large enough effect; inconclusive = small, poorly fitted or top-dose-only effect; inactive = no such curve, though single readings can be large or run the other way; also: nearly all actives have a fitted effect of over 40% in size
Target sequence (Q9NUW8 whole entry, looked up): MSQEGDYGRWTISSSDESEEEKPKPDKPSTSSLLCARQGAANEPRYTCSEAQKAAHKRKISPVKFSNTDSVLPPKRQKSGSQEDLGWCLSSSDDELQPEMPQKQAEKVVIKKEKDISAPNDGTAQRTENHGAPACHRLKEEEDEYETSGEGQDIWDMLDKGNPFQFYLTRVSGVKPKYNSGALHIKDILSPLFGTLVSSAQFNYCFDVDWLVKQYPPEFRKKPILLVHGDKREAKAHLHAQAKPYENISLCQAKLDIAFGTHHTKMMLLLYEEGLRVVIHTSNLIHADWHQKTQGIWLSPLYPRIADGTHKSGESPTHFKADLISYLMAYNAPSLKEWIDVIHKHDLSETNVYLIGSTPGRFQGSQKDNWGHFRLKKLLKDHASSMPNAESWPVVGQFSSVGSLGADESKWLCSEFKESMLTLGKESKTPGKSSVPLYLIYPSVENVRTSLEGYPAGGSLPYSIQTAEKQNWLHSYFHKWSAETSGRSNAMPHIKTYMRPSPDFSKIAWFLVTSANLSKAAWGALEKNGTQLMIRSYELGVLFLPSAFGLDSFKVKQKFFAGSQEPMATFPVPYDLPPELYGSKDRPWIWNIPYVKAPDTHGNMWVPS
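AlphaScreen read-out: signal falls as enzyme removes the 3' tyrosine-FITC from a 5'-biotinylated DNA oligo (15 nM, 5 min, RT). Enzyme was E. coli-made recombinant Tdp1 at 1 nM, exposed to compound for 15 min beforehand; beads 10 ug/ml, 10 min.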
* hit, by the source's call; ? = inconclusive; & = joins results of further samples; [ ] = dose if it differs, or a comment. % is scaled to controls: 0 for no effect and ±100 for the full control effect; potency is read from the fitted curve at half-maximal effect.

SMILES	TDP1 inh
CC1=C(C#N)C(=O)N(C2CCS(=O)(=O)C2)C(=O)/C1=C\c1ccc(C)o1 (stereo not given)	-10%
O=C(NCc1ccc(F)cc1)c1cccc2c1C(=O)c1ccc(Cl)cc1S2(=O)=O	-1%
C=C1C2c3ccccc3C(CC2(C)O[Si](C)(C)C)N1C(=O)OC (stereo not given)	7%[21 µM]
COc1ccc(N2CCN(Cc3cc(=O)oc4c3ccc3ccccc34)CC2)cc1	4%
COc1cccc([C@@H]2Oc3ccc(Br)cc3[C@H](O)[C@H]2O)c1	7%
CCN(Cc1cc2ccc(C)cc2[nH]c1=O)C(=O)c1cccnc1	3%
CC1=NN(C(N)=S)C(=O)C1N=Nc1cccc2ccccc12 (stereo not given)	10%
COC(=O)C(NS(=O)(=O)CCl)C(C)C (stereo not given)	2%
Nc1c(C(=O)Nc2ccc(Cl)c(Cl)c2)sc2nc(-c3cccnc3)ccc12	0%
Cn1c(=O)n2n(c1=O)[C@H]1[C@H](O)[C@H]3O[C@@H]3/C(=N/OCc3ccccc3)[C@@H]1CC2	8%[21 µM]
CCOc1ccccc1-c1nnc(SCc2ccc(Cl)cc2)o1	?
COc1cccc(C2C3=C(N=c4s/c(=C\c5ccccc5O)c(=O)n42)c2ccccc2CC3)c1OC (stereo not given)	1%
CCC1=C2CC[C@H]3C(=O)N(CC)C(=O)[C@H]3[C@H]2[C@@]2(Cc3ccccc3)C(=O)N(CC3CC3)C(=O)N2C1=O	7%
N#CCCN(Cc1cccnc1)C(=S)NC(=O)C1CC1	0%
COc1ccc(C2CC(c3ccccc3)Oc3ccc(C(C)(C)C)cc32)cc1 (stereo not given)	-5%&6%
CC[C@H](C)[C@H](NC(=O)CNC(=O)[C@H](C)NC(=O)[C@H](C)N)C(=O)NCC(=O)N[C@H](C(=O)N[C@@H](CC(C)C)C(=O)N[C@H](C(=O)N[C@H](C(=O)O)C(C)C)[C@@H](C)O)[C@@H](C)CC	4%
O=S(=O)(Nc1cc(Sc2cccc3cccnc23)c(O)c2ccccc12)c1ccccc1	0%
CC[C@H](C)[C@H](NC(=O)[C@H](Cc1cnc[nH]1)NC(=O)[C@@H](NC(=O)[C@H](CCCNC(=N)N)NC(=O)[C@H](CCCCN)NC(=O)[C@H](CCCNC(=N)N)NC(=O)[C@H](CCCCN)NC(=O)[C@@H](N)CC(N)=O)[C@@H](C)CC)C(=O)NCC(=O)N1CCC[C@H]1C(=O)NCC(=O)N[C@@H](CCCNC(=N)N)C(=O)N[C@@H](C)C(=O)N[C@@H](Cc1ccccc1)C(=O)N[C@@H](Cc1ccc(O)cc1)C(=O)N[C@H](C(=O)N[C@H](C(=O)N[C@@H](CCCCN)C(=O)N[C@@H](CC(N)=O)C(=O)N[C@H](C(=O)N[C@H](C(=O)NCC(=O)N[C@H](C(=O)N[C@H](C(=O)N[C@@H](CS)C(=O)O)[C@@H](C)CC)[C@@H](C)O)[C@@H](C)CC)[C@@H](C)CC)[C@@H](C)O)[C@@H](C)O	20%
CN(C)c1ccc(-c2cc(C3C4C=CCCC4(C)C(=O)N3Cc3ccccc3)ccc2F)cc1 (stereo not given)	22%
CC1(C)S[C@@H]2[C@H](NC(=O)Cc3ccccc3)C(=O)N2[C@@H]1C(=O)O	-4%
CCN(CC)S(=O)(=O)c1ccc(OC)c(NC(=O)C(Cc2ccccc2)N2C(=O)c3ccccc3C2=O)c1 (stereo not given)	4%
CCOC(=O)N/N=C1/C[C@@H](O)[C@@H](O)[C@@H]2[C@@H]3C(=O)N([C@@H](C)c4ccccc4)C(=O)[C@H]3CC[C@@H]12	6%[21 µM]
O=C(Nc1cccc(-c2nc3ccccc3o2)c1)c1cccc2c(Cl)cccc12	8%
Cc1ccc(-n2c(SC3CCOC3=O)nc3ccccc3c2=O)cc1 (stereo not given)	9%
CC(=O)OCC(NC(=O)C(CCCCNC(=O)OCc1ccccc1)NC(=O)OC(C)(C)C)C1OC(n2cc(C)c(=O)[nH]c2=O)C(OC(C)=O)C1OC(C)=O (stereo not given)	8%

Later entries:
SMILES	TDP1 inh
O=C(O)COc1ccc2ccccc2c1	10%
N[C@@H](CCC(=O)N[C@H](CSN=O)C(=O)NCC(=O)O)C(=O)O	-7%[56.1 µM]
COc1ccccc1NC(=O)CN1C(=O)CCSc2ccccc21	2%
COc1cccc(C2=Nn3c(nnc3-c3cccc(OC)c3)SC2)c1	10%
FC(F)(F)c1ccccc1C1C2=C(Nc3ncnn31)c1ccccc1CCC2 (stereo not given)	3%
CN1C/C(=C/c2ccc(B(O)O)cc2)C(=O)/C(=C/c2ccc(B(O)O)cc2)C1	4%
COc1ccc(/C=N/NC(=O)c2cccnc2)cc1Cn1nc([N+](=O)[O-])c(Br)c1C	3%
CC(=O)c1cc2c(cc1NC(=O)CSc1nc3ccccc3[nH]1)OCO2	3%
CC(C)(C)Nc1oc(-c2ccccc2)nc1-c1ccccc1	7%
Cc1ccc(NC2=NC(c3ccco3)n3c(nc(C)cc3=O)N2)c(C)c1 (stereo not given)	1%
COc1ccc(O[C@H]2C=C[C@@H](c3ccccc3)O[C@@H]2CO/N=C\[C@@H](C)[C@H](OCc2ccccc2)C(C)C)cc1	-2%[21 µM]
NC(=O)C1CCN(c2nc(-c3ccccc3Br)cs2)CC1	0%
COC(=O)/C=C1\C(=O)N(c2nc3ccc(OC)cc3s2)C(=S)N1c1ccc(F)cc1	5%
O=C1CC(c2ccc3c(c2)OCO3)c2ccc(O)cc2O1 (stereo not given)	3%[234 µM]
CC(=O)N1CCN(CC(=O)O)CC1	3%
NO	-6%[56.1 µM]
C=CCOC(=O)N[C@@H](c1cccs1)C(C(C)=O)C(C)=O	9%
C[C@H](c1ccccc1)N1C(=O)[C@H]2[C@@H]3[C@H](O)[C@H](O)CC(=O)[C@H]3CC[C@H]2C1=O	4%[21 µM]
CCCCCCCCCCCCCCCCCC(=O)OC(CC(=O)O)C[N+](C)(C)C (stereo not given)	-7%[56.1 µM]
CCCN(C(=O)c1cc2c(s1)-c1ccccc1OC2)c1ccccc1F	-11%
COc1ccc(Cl)cc1NC(=O)C1CCCN(S(=O)(=O)c2ccc3c(c2)CCCC(=O)N3)C1 (stereo not given)	6%
COC(=O)CC1Oc2cc3oc4c(c3cc2O1)C(=O)CC(C)(C)C4 (stereo not given)	3%
NC(=O)N/N=C\c1ccc([N+](=O)[O-])o1	-10%[56.1 µM]
COC(=O)C1=C(C)[C@@H](O)[C@@H](C)[C@H](c2c(OC)c(OC)c(C)c(OC)c2OC)O1	6%[21 µM]
CCCCc1nc2c(c3c1C[C@H](C)OC3)CN(C(=O)C1CCCCC1)CC2	7%[12.3 µM]

Carrying on.
SMILES	TDP1 inh
Cc1csc(NC(=O)c2ccc(C(=O)Nc3nc(C)cs3)cc2)n1	-1%
C=CC[C@@H]1C=C[C@H](O/N=C2\c3cc(OC)ccc3O[C@H](c3cccc(OC)c3)[C@H]2O)[C@H](CO)O1	7%[21 µM]
COC(=O)c1c(N2C(=O)[C@H]3[C@@H](C2=O)[C@]2(C(=O)Nc4ccc(C)cc42)N2CCC[C@@H]32)sc(C)c1C	-1%
COc1ccccc1-c1nnc2n1N=C(c1ccc(OC(F)F)c(OCC3CC3)c1)CS2	-3%
Cc1ccc(NS(=O)(=O)c2cc3c(cc2-c2ccco2)NC(=O)CO3)cc1C	0%
C=C1CCN(C(Cc2ccccc2)C(=O)N2CCOCC2)S(=O)(=O)c2ccccc21 (stereo not given)	2%
CCOC(=O)C(C(=O)c1ccccc1)[C@H](CCc1ccccc1)NC(=O)OC (stereo not given in full)	8%
COC(=O)[C@@]1(Cc2ccc(F)cc2)[C@H]2c3cc(C(=O)N(C)C)n(CCc4ccc(O)c(O)c4)c3C[C@H]2CN1C(=O)c1ccccc1	9%
COc1cc(CCN2C(=O)N[C@@H](c3ccccc3)C(C(C)=O)=C2C)cc(OC)c1OC	2%
CN(C)c1ccc(/C=N/NC(=O)c2ccc(CN3C(=O)c4cccc5cccc3c45)cc2)cc1	3%
Nc1cc(=O)nc(SCC(=O)Nc2ccccc2)n1CCc1ccccc1	3%
O=S(=O)(c1ccc2c(c1)OCCO2)N1CCN(S(=O)(=O)c2ccc3nc(Cl)c(Cl)nc3c2)CC1	-14%
COc1ccc2[nH]c(-c3ccccc3)cc(=O)c2c1	3%[234 µM]
CC(C)(C)n1ncc2c(=O)n(Cc3cc(F)c(Cl)cc3Cl)cnc21	-4%
Cc1ccc(Cc2cnc(NC(=O)C3=NCCN3)s2)cc1	-4%
C[C@@H](C(=O)NCc1cccc2ccccc12)[C@H]1C[C@]1(C)[C@H](NC(=O)OCc1ccccc1)c1ccccc1	-3%
Cc1ccc(NS(=O)(=O)c2ccc3c(c2)C(Cl)(Cl)C(=O)N3)cc1C	4%
CCCCC/C=C\C[C@@H]1O[C@H]1/C=C/C(O)C/C=C\CCCC(=O)O (stereo not given in full)	4%
CCOC(=O)CN1C(=O)N[C@@H](c2ccccc2)[C@H](C(=O)OC)[C@H]1C	9%[21 µM]
Cc1nc(N2CCOCC2)c2nc(-c3ccccc3)n(CCN3CCOCC3)c2n1	6%
CCCCC(=O)OC1CCC2C3CCc4cc(O)ccc4C3CC[C@]12C (stereo not given in full)	5%
C=CCNc1oc(C2CCCC2)nc1C#N	0%
COc1cccc(C(=O)NN2CC(O)=C(c3nc4ccccc4n3C)C2=N)c1	-1%
CCOc1ccc(C2C=C(c3ccccc3)Nc3ncnn32)cc1 (stereo not given)	2%
C=CCN1c2ccccc2[C@]23C[C@@H](C(=O)OC)N(S(=O)(=O)c4ccc(C)cc4)C2=NC(C(=O)OC)=C(C(=O)OC)[C@H]13	11%[21 µM]

The results go on:
SMILES	TDP1 inh
COC(=O)[C@@]1(Cc2ccc(F)cc2)[C@H]2c3cc(C(=O)N4CCCC4)n(CCc4ccc(O)c(O)c4)c3C[C@H]2CN1C(=O)c1ccccc1	4%&13%
Cc1cccc(C2=NN(c3ccccc3)[C@H](CO)[C@H]2C)c1	-14%[234 µM]
CC(C)(C)OC(=O)Cc1nnc(CNC(=O)c2ccccc2)s1	0%
Cc1oc(-c2ccc(Cl)cc2)cc1-c1nn2c(-c3ccco3)nnc2s1	?
CC(=O)c1cccc(NC(=O)c2c(N3CCCC3=O)c3cc(F)ccc3n2C)c1	11%
COc1ccc(C(CCN2CCCC(C)C2)c2c(O)cc(OC)cc2OC)cc1 (stereo not given)	5%
CCOC(=O)NC[C@H](Cc1ccc(OCCc2nc(-c3ccccc3)oc2C)cc1)N/C(C)=C\C(=O)c1ccc(C(F)(F)F)cc1	10%
CCCCCC1=C2CNC(CC(C)C)(C(=O)OC)C=C2C(C)C1=O (stereo not given)	4%
CCOC(=O)CNC(=O)c1cc(C)oc1C	-4%
COc1ccc(-c2csc(N3CCC(C(N)=O)CC3)n2)cc1	7%
C/C=C1\COC(C(=O)NCCN2CCOCC2)(C(F)(F)F)C=C1C=C(C)C (stereo not given)	10%
CCN(C(=O)c1sc2cc(OC)ccc2c1Cl)c1ccccc1	-1%
O=C(NNC(=O)c1ccccc1C(=O)O)c1ccc(-c2ccccc2)cc1	1%
O=C(O)c1ccc(S(=O)(=O)N[C@H](Cc2ccccc2)C(=O)O)cc1	6%
CC(C)C[C@H](NC(=O)[C@H](CC(C)C)NC(=O)[C@@H](Cc1c[nH]c2ccccc12)NC(=O)[C@H](Cc1ccccc1)NC(=O)[C@@H](Cc1c[nH]c2ccccc12)NC(=O)[C@H](CCC(N)=O)NC(=O)[C@H](CCC(N)=O)NC(=O)[C@@H]1CCCN1C(=O)[C@H](CCCCN)NC(=O)[C@@H]1CCCN1C(=O)[C@@H](CCCNC(=N)N)NC(=O)[C@@H]1CCCN1C(=O)CNC(=O)[C@H](CC(C)C)NC(=O)[C@H](CC(C)C)NC(=O)[C@H](Cc1ccc(O)cc1)NC(=O)CNC(=O)[C@H](C)NC(=O)[C@H](CO)NC(=O)[C@H](CC(N)=O)NC(=O)[C@H](CC(C)C)NC(=O)[C@@H](NC(=O)[C@H](Cc1c[nH]c2ccccc12)NC(=O)CN)[C@@H](C)O)C(N)=O	11%
CO[C@H]1COC(=O)C/C=C\[C@@H](C)COC(=O)[C@@H](OCc2ccccc2)/C=C\[C@@H]1C	2%[21 µM]

Filtered by structure, those above containing a Cl atom (11)
SMILES	TDP1 inh
O=C(NCc1ccc(F)cc1)c1cccc2c1C(=O)c1ccc(Cl)cc1S2(=O)=O	-1%
COC(=O)C(NS(=O)(=O)CCl)C(C)C (stereo not given)	2%
Nc1c(C(=O)Nc2ccc(Cl)c(Cl)c2)sc2nc(-c3cccnc3)ccc12	0%
CCOc1ccccc1-c1nnc(SCc2ccc(Cl)cc2)o1	?
O=C(Nc1cccc(-c2nc3ccccc3o2)c1)c1cccc2c(Cl)cccc12	8%
COc1ccc(Cl)cc1NC(=O)C1CCCN(S(=O)(=O)c2ccc3c(c2)CCCC(=O)N3)C1 (stereo not given)	6%
O=S(=O)(c1ccc2c(c1)OCCO2)N1CCN(S(=O)(=O)c2ccc3nc(Cl)c(Cl)nc3c2)CC1	-14%
CC(C)(C)n1ncc2c(=O)n(Cc3cc(F)c(Cl)cc3Cl)cnc21	-4%
Cc1ccc(NS(=O)(=O)c2ccc3c(c2)C(Cl)(Cl)C(=O)N3)cc1C	4%
Cc1oc(-c2ccc(Cl)cc2)cc1-c1nn2c(-c3ccco3)nnc2s1	?
CCN(C(=O)c1sc2cc(OC)ccc2c1Cl)c1ccccc1	-1%

Only part of the results is shown; rates above refer to the full screens.
